High-throughput results as filed in PubChem.
ST2 inh – blocks human ST2 binding to IL-33 | Q01638 | AlphaLISA ST2-Fc/biotin-IL-33 interaction, 1 h | inhibition, % for hits at 17 µM | 78,000 compounds, 2.3% hits | AID 1259354; in the data active = inhibition above about 30%; inconclusive = mostly about 10% to 28%
Target sequence (Q01638 whole entry, looked up): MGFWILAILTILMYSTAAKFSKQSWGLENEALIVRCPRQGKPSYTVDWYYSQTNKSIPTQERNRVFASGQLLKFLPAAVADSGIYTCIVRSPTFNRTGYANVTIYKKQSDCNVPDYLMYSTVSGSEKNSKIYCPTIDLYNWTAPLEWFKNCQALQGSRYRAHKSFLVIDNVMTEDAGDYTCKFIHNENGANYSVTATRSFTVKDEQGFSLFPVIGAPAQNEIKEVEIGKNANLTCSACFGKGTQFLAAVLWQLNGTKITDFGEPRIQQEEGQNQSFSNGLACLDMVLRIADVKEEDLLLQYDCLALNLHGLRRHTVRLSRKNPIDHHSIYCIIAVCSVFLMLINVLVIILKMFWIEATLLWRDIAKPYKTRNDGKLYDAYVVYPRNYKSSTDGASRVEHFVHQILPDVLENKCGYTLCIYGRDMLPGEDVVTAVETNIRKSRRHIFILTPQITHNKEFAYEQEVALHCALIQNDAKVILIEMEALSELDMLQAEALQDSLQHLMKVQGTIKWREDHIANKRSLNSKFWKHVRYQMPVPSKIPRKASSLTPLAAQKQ
Starred values were filed as active, the others as inactive; i = inactive; u = inconclusive. The list is partial (hit frequency here may not be typical).

SMILES	ST2 inh
C=CCNC(=O)NC[C@H]1C[C@@H]2CCN1C[C@@H]2c1cc(-c2ccco2)nc(C)n1	i
CCN(CC)C(=O)c1ccc2c(c1)C1C=CCC1C(C(=O)O)N2 (stereo not given)	60.0%*
COCCNC(=O)[C@H]1CN2CC[C@H]1C[C@@H]2Cn1cc(CO)nn1	u
C=CCN1C[C@@H](C)N([C@H](c2ccc(C(=O)N(CC)CC)cc2)c2cccc(OC)c2)C[C@@H]1C	u
O=C(c1ccc(F)cc1)N1C[C@@H]2C[C@H](C1)c1c(-c3cc4ccccc4s3)ccc(=O)n1C2	u
S=C(NCc1ccco1)NC[C@H]1C[C@@H]2CCN1C[C@@H]2CN1CCCCC1	i
CC(=O)c1ccc(N2CCN(Cc3cc(F)ccc3F)CC2)cc1	i
C#CCN(C)C[C@H]1CN2CC[C@H]1C[C@@H]2CNC(=S)NCCN1CCOCC1	i
Oc1ccc2c3c1O[C@H]1c4[nH]c5ccccc5c4C[C@@]4(O)C(C2)N(CC2CC2)CCC314 (stereo not given in full)	i
COc1ccc(-c2cc([C@H]3CN4CC[C@H]3C[C@@H]4CO)n(C)n2)cc1OC	i
Cc1ccccc1-c1ccc2n(c1=O)C[C@H]1C[C@@H]2CN(C(=O)c2ccc(F)cc2)C1	i
Cc1ccccc1N1CCN(Cc2ccc3c(c2)OCO3)CC1	i
O=P1(N(CCCl)CCCl)NCCCO1 (stereo not given)	i
CCC(CC)c1cc([C@H]2CN3CC[C@H]2C[C@@H]3CNC(=O)NC(C)C)nc(-c2ccncc2)n1	i
Cc1ccc(-n2c(C)nc3ccc(I)cc3c2=O)c([N+](=O)[O-])c1	i
Cc1ccsc1C(=O)C1CCCN(Cc2ccc(C#CC(C)(C)O)s2)C1 (stereo not given)	u
Cc1ccc(S(=O)(=O)NC[C@H]2C[C@@H]3CCN2C[C@@H]3CN2CCN(c3ccccc3)CC2)cc1	33.0%*
COc1ccc(OC)c(CN2CCN(c3ccc(Cl)cc3)CC2)c1	34.0%*
CN(C)c1ccc(CN2CC=C(c3ccc(F)cc3)CC2)cc1	40.0%*
CC1CCN(C[C@H]2CN3CC[C@H]2C[C@@H]3CNC(=S)Nc2ccc(-n3cccn3)cc2)CC1	i
C[C@@H](N)Cc1cnc[nH]1	i
O=C(CCc1nc(-c2ccccc2F)no1)N1CCC2(CC1)OCCO2	i
N#Cc1cccc(-c2ccc(=O)n3c2[C@@H]2C[C@@H](CN(C(=O)C4CCCCC4)C2)C3)c1	i
COC(=O)[C@@]12C(=O)C(C)C(=O)[C@]1(C)C(C)=C[C@H]1[C@]3(C=O)CC[C@H](OC(C)=O)C(C)(C)[C@H]3CC[C@@]12C (stereo not given in full)	i
O=[N+]([O-])c1cccc(CN2CCN(c3ccc(Cl)cc3)CC2)c1	47.0%*
COc1ccc(N2CCN(Cc3ccc(C)cc3)CC2)cc1	33.0%*
COC(=O)c1ccc(NC(=O)c2cccn(Cc3ccc(Br)cc3)c2=O)cc1	i
Cc1cc(CC(C)NC2CCC3(CCNCC3)CC2)n[nH]1 (stereo not given)	i
CCC1=CC2CN3CCc4c([nH]c5ccccc45)[C@@](C(=O)OC)(C2)[C@@H]13	i
CCN1CCN(Cc2cccs2)CC1	u
O=C1C=CC(=O)C=C1	i
COc1ccc(CN2CCN(c3ccccc3OC)CC2)cc1O	i
CCCNC(=O)OC[C@H]1C[C@@H]2CCN1C[C@@H]2c1cc(-c2ccc(F)cc2)nn1C	i
CC(=O)Nc1ccc(OC(=O)N(C)c2ccccc2)cc1	i
C[C@]1(C(=O)O)[C@@H]2CC[C@@H](O2)[C@@]1(C)C(=O)O	i
NC(CCCCCP(=O)(O)O)C(=O)O (stereo not given)	i
CCN1C(=O)NC(=O)/C(=C\c2cn(CC(=O)N3CCCCC3)c3ccccc23)C1=O	u
Cc1cc(OCC(=O)OC(C)C)c2c3c(c(=O)oc2c1)CCCC3	i
NCC(CP(=O)(O)O)c1ccc(Cl)cc1 (stereo not given)	i
Cn1nc(-c2cccs2)cc1[C@H]1CN2CC[C@H]1C[C@@H]2CNC(=S)Nc1ccccc1	i
CCOC(=O)c1ncn2c1[C@@H]1CCCN1C(=O)c1cc(OC)ccc1-2	i
CCOc1ccc(Br)cc1C1C(C#N)=C(N)Oc2c1c(=O)oc1ccccc21 (stereo not given)	i
COc1ccc(CN2CCN(c3ccc(OC)cc3)CC2)cc1	32.0%*
OCCN1CCN(Cc2ccc(Br)cc2)CC1	i
CCCS(=O)(=O)Nc1ccc2n(c1=O)C[C@H]1C[C@@H]2CN(C(=O)Nc2ccc(OC)cc2)C1	i
CCN1CCN(Cc2ccccc2Cl)CC1	i
CC(Cc1cnccn1)NCC(=O)Nc1cnccn1 (stereo not given)	i
O=C([C@H]1CN2CCC1C[C@@H]2Cn1cc(-c2ccccn2)nn1)N1CCOCC1 (stereo not given in full)	u
CC(C)(C)C(=O)Nc1ccc2n(c1=O)C[C@@H]1CNC[C@H]2C1	i
CC[C@H]1CN2CC[C@H]1C[C@@H]2CNC(=S)Nc1ccccc1	i
COCCNC(=S)NC[C@H]1C[C@@H]2CCN1C[C@@H]2CN1CCC(C)CC1	i
O=C1Nc2ccccc2C12CCN(Cc1ccnn1-c1ccccc1)CC2	u
COc1ccc(-c2cc([C@H]3CN4CC[C@H]3C[C@@H]4COC(=O)Nc3ccc(C(C)=O)cc3)n(C)n2)cc1	i
CC[C@H]1CN2CC[C@H]1C[C@@H]2CNC(=S)NCc1ccco1	i
Cc1c(C(=O)N2CC[C@@H]3CC[C@H](C2)N3C)cnn1-c1ccccn1	i
O=C(NC(Oc1ccccc1)C(Cl)(Cl)Cl)c1cccnc1 (stereo not given)	i
O=C(c1cccs1)N1C[C@@H]2C[C@H](C1)c1c(-c3ccc(Cl)cc3)ccc(=O)n1C2	u
COc1ccc(N2CCN(Cc3cc(Br)ccc3OC)CC2)cc1	41.0%*
S=C(NC[C@H]1C[C@@H]2CCN1C[C@@H]2CN1CCC(Cc2ccccc2)CC1)Nc1ccc(-n2cccn2)cc1	i
Cc1ccc(NC2=NCC(C)S2)cc1 (stereo not given)	u

(more compounds)
SMILES	ST2 inh
COCCNC(=S)NC[C@H]1C[C@@H]2CCN1C[C@@H]2CN1CCSCC1	i
N#Cc1cccc(-c2ccc(=O)n3c2[C@@H]2C[C@@H](CN(C(=O)c4ccc(F)cc4)C2)C3)c1	i
CCc1nn2c(=O)cc(CN3CCCC4(CNC(=O)O4)C3)nc2s1 (stereo not given)	u
O=C(c1ccco1)N1C[C@@H]2C[C@H](C1)c1ccc(NS(=O)(=O)Cc3ccccc3)c(=O)n1C2	i
CC[C@H]1CN2CC[C@H]1C[C@@H]2CNC(=O)CCCC(=O)O	i
O=C(NC[C@H]1C[C@@H]2CCN1C[C@@H]2CN1CCN(c2ccc(F)cc2)CC1)c1ccccc1	i
C#C[C@H]1CN2CC[C@H]1C[C@@H]2CNC(=O)C1CC1	i
CN(C(=O)Oc1cccc2cccnc12)c1ccccc1	i
NCC1(CC(=O)O)CCCCC1	u
O=C(NC[C@H]1C[C@@H]2CCN1C[C@@H]2CN1C[C@@H]2C[C@H](C1)c1cccc(=O)n1C2)c1ccccc1	u
CCc1nnc(CN2CCC3(CC2)C(=O)Nc2ccccc23)o1	i
OCc1csc(-c2cccc3c2CCNC3)n1	i
Oc1ccc(Br)cc1C1=NNC(c2cccnc2)C1 (stereo not given)	i
C=C[C@H]1CN2CC[C@H]1C[C@@H]2CNC(=S)NCC1CCCCC1	i
COc1ccccc1N1CCN(Cc2ccc(Cl)c(Cl)c2)CC1	i
Cc1ccc(C)c(Cn2cccc(C(=O)Nc3nc(C)cs3)c2=O)c1	u
Cc1ccc(C(C)Nc2ccc(-c3nc(C4CC4)no3)cn2)cn1 (stereo not given)	i
O=C1NC(=O)C(C(c2ccccc2)c2ccccc2)C(=O)N1	i
Cc1cc(Br)ccc1NC(=O)C(Cl)(Cl)Cl	u
CN(Cc1ccccc1)Cc1cn(C[C@H]2C[C@@H]3CCN2C[C@@H]3C(=O)Nc2ccccc2)nn1	i
COc1ccc(NC(=O)NC[C@H]2C[C@@H]3CCN2C[C@@H]3c2cc(-c3cccs3)nn2C)cc1	u
COc1cc(Cl)cc(CN2CCN(CC3CC3)CC2)c1OC	i
CCCCc1cn(C[C@H]2C[C@@H]3CCN2C[C@@H]3C(=O)NC2CCCCC2)nn1	i
CC(C)NC(C)C(=O)c1ccc2c(c1)CCCC2 (stereo not given)	i
N#Cc1ccccc1S(=O)(=O)N1C[C@@H]2C[C@H](C1)c1c(-c3ccccc3F)ccc(=O)n1C2	u
NC(=O)CN1CC(O)CC1=O (stereo not given)	i
Cc1ccc(N2CCN(Cc3c(F)cccc3Cl)CC2)cc1	36.0%*
Cc1nc2ccc(I)cc2c(=O)n1-c1ccc([N+](=O)[O-])cc1Cl	u
COc1ccc2nc(N3CCC(C(=O)N4CCC5(CC4)OCCO5)CC3)sc2c1	i
O=C(NC1CC1)C1CSC(c2cccnc2)=N1 (stereo not given)	u
O=C(Nc1ccccc1)Nc1ccc2n(c1=O)C[C@H]1C[C@@H]2CN(C(=O)Cc2cccs2)C1	i
C=C[C@H]1CN2CC[C@H]1C[C@@H]2CNC(=O)Nc1ccc(C(C)=O)cc1	i
CCc1cnc(C)nc1N1CCC2(CC1)CN(C)CCN2C	i
CC[C@H]1CN2CC[C@H]1C[C@@H]2CNS(=O)(=O)c1cccc(F)c1	i
CCc1cc(C(=O)N2CCN3CCN(C)C(=O)C3C2)no1 (stereo not given)	i
c1ccc([C@@H]2CN(Cc3cccc4nonc34)[C@@H]3C4CCN(CC4)[C@@H]32)cc1	i
CCN(C(=O)C(Cl)(Cl)Cl)c1ccccc1C	i
CCOc1cc(CN2CCN(c3ccccc3)CC2)ccc1O	u
CCN(CC)C[C@H]1CN2CC[C@H]1C[C@@H]2CNC(=S)NCCOC	i
C#C[C@H]1CN2CC[C@H]1C[C@@H]2CNS(=O)(=O)Cc1ccccc1	u
CC(=O)N1CCC2(CC1)CC(=O)c1cc(OCC(=O)N3CCN(C)CC3)ccc1O2	i
O=C(NC[C@H]1C[C@@H]2CCN1C[C@@H]2CN1CCN(c2ccccc2)CC1)Nc1ccsc1	i
O=C(Nc1ccc2n(c1=O)C[C@H]1C[C@@H]2CN(C(=O)c2ccccc2)C1)NC1CCCCC1	u
COc1cc(/C=C/[N+](=O)[O-])c(OC)cc1C	42.0%*
COc1cccc(CN2CCN(Cc3ccccc3)CC2)c1OC	u
COc1ccc(C(=O)NC[C@H]2C[C@@H]3CCN2C[C@@H]3c2cc(-c3ccc4ccccc4c3)nn2C)cc1	i
CN1C(=O)C(=Cc2cn(C)c3ccccc23)C(=O)N(C)C1=O	i
CCOc1ccccc1CN1CCN(c2ccc(Cl)cc2)CC1	u
O=C(O)CCC(=O)N1C[C@@H]2C[C@H](C1)c1ccc(-c3ccc(Cl)cc3)c(=O)n1C2	i
O[C@H]1C[C@@H]2CN(Cc3cccn3-c3ccc(Cl)cn3)C[C@@H]2C[C@@H]1O	u
N#Cc1cccc(-c2ccc3n(c2=O)C[C@H]2C[C@@H]3CN(C(=O)Nc3ccccc3)C2)c1	i
O=C(c1ccccc1)N1C[C@@H]2C[C@H](C1)c1c(-c3ccc(Cl)cc3)ccc(=O)n1C2	u
O=c1c2ccccc2nc(/C=C/c2ccccc2)n1-c1ccc(O)cc1	u
Cc1csc(S(=O)(=O)N2CCC3(CCNCC3)C2)c1	i
C[C@H]1O[C@@H](O[C@H]2C[C@@H](O)[C@]3(CO)C4C(CC[C@]3(O)C2)[C@@]2(O)CC[C@H](C3=CC(=O)OC3)[C@@]2(C)C[C@H]4O)[C@@H](O)[C@@H](O)[C@H]1O (stereo not given in full)	i
O=C(NCCSc1ccccn1)C1CC2(CCNCC2)CN1 (stereo not given)	i
COc1cccc(CN2CCN(c3ccc(F)cc3)CC2)c1	i
CN(C)c1ccc(CN2CCN(c3ccccc3Cl)CC2)cc1	u
C=CCOC(=O)N1CCOC2(CNCCOC2)C1 (stereo not given)	u
O=C(CCCN1CCC2(CC1)C(=O)NCN2c1ccccc1)c1ccc(F)cc1	u

(continued)
SMILES	ST2 inh
C#CCN(C)C[C@H]1CN2CC[C@H]1C[C@@H]2CNC(=O)c1ccccc1	i
CN(C)c1ccc(C(=O)NC[C@H]2C[C@@H]3CCN2C[C@@H]3CN(C)c2ccccc2)cc1	i
Fc1ccccc1N1CCN(Cc2cccc(Cl)c2)CC1	u
CCc1nn(C)c(Cl)c1CN1CC[C@@H](c2cccc(OC)c2)[C@H](O)C1	i
CCOc1ccc(/C=C/[N+](=O)[O-])cc1	u
CN(C)C(=O)CN1CC=C(c2cnn(-c3nccc4ccccc34)c2)CC1	u
O=[N+]([O-])c1ccc(N2CCN(Cc3ccc(F)c(Br)c3)CC2)cc1	31.0%*
